From PubChem BioAssay
Sm TGR inh: qHTS Assay for the Inhibitors of Schistosoma Mansoni Peroxiredoxins. AID 485364, 2010. purified TGR, DTNB reduction, TNB absorbance 405 nm. Schistosoma mansoni thioredoxin glutathione reductase (TGR), Q962Y6. 3% of 360,000 active. Potency, µM (highest dose often 114 µM), inactives show at the top dose activity change, negative = inhibition, actives largely listed as inhibitors; further: nearly all actives have a fitted effect of over 60% in size
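First, TGR (20 nM dispensed) and NADPH were mixed with compound. Second, a 15 min room-temperature incubation followed. Third, further NADPH and then DTNB were added to start the reaction. Finally, TNB absorbance was monitored kinetically.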
Pf growth 96h: Primary qHTS for delayed death inhibitors of the malarial parasite plastid, 96 hour incubation; P. falciparum luciferase reporter growth, 96 h; Potency, µM (doses to about 28.7 µM), inactives show top-dose activity change, negative = inhibition, usual class: inhibitors; 6.9% of 320,000 active; AID 504834, 2011
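Readout is luminescence from an integrated firefly luciferase in P. falciparum. Red cells, 2% hematocrit and 0.05% parasitemia final, were cultured with compound through two parasite generations (96 hours) at 37 C, 5% CO2.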
HCV inhibitor: qHTS Assay for Inhibitors of Hepatitis C Virus (HCV) | Huh7.5.1 HCVcc-Cre infection, luciferase reporter, 44 h | Potency, µM (top dose mostly 41.8 µM), inactives show at the top dose activity change, negative = inhibition, usual class: inhibitors | 3.4% of 340,000 active | AID 651820, 2012
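After 44 h co-culture of compound, cells and HCVcc-Cre (~0.5 moi), substrate is added for 15 min at room temperature and luciferase measured over 15 sec. Cells were seeded at 1,000/well and pre-cultured 4 h.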
Tb PYK inh: qHTS of Trypanosoma Brucei Inhibitors. TbPYK enzyme, Kinase-Glo Plus ATP luminescence, 45 min. Potency, µM (titrated, usually from 76.8 µM), without a hit: at the highest dose activity, negative = inhibition, usual class: inhibitors. 0.12% of 410,000 active; further: nearly all actives have a fitted effect of over 50% in size
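Luminescence from Kinase-Glo Plus, added after a 45-minute room-temperature reaction, served as the end-point read-out. The enzyme and substrate were preincubated with compound before ADP (130 uM final) initiated turnover. Concentration-effect curves came from normalized qHTS data.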
Pf growth 48h: Primary qHTS for delayed death inhibitors of the malarial parasite plastid, 48 hour incubation; P. falciparum luciferase growth in erythrocytes, 48 h; Potency, µM (series often up to 28.7 µM), for inactives: at the highest dose activity change, negative = inhibition, usual class: inhibitors; 5.9% of 310,000 active
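Luminescence readout; reporter = integrated firefly luciferase in P. falciparum. RBC culture at 2% hematocrit, 0.1% parasitemia final, 37 C/5% CO2; decreased signal taken as growth inhibition.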
LmPK inhibitor: qHTS Assay for Inhibitors of Leishmania Mexicana Pyruvate Kinase (LmPK); Q27686; purified LmPK, Kinase-Glo ATP luminescence, 1 h; Potency, µM (highest dose often 57.5 µM), for the others: top-dose activity change, negative = inhibition, actives largely listed as inhibitors; 0.37% of 290,000 active; AID 1721, 2009
Target sequence (Q27686 whole entry, looked up): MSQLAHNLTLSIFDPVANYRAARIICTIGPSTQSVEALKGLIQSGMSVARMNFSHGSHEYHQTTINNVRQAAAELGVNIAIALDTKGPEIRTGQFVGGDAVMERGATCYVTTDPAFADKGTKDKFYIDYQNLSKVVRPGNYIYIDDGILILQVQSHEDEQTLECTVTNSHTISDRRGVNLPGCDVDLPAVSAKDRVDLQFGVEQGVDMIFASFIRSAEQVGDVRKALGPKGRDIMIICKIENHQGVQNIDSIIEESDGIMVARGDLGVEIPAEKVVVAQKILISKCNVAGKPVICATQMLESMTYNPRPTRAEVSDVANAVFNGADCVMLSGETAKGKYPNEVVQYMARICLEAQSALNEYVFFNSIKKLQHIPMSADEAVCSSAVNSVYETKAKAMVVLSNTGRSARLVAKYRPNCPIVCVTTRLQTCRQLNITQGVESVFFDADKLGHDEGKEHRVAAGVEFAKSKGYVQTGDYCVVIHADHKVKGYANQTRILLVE
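Kinase-Glo luminescence read after 1 h RT reaction of 0.1 nM LmPK with 0.5 mM PEP and 0.1 mM ADP. Activity scaled between uninhibited and enzyme-free controls.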
The depositor's hits bear a star; ? = inconclusive; nt = not tested or not shown; & = joins results of further samples; [ ] = dose if it differs, or a comment. The call rests on the fitted dose curve; in most records, active means well fitted curve in the direction sought with a large enough effect; inconclusive means small, poorly fitted or top-dose-only effect, or another doubt; inactive means no such curve, though single readings can be large; an effect the other way counts as inactive or inconclusive. On the % scale 0 is the no-effect control and ±100 the full control effect; potency means the concentration at half of the fitted maximal effect.

Start of the listing, in advance:
SMILES | Sm TGR inh | Pf growth 96h | HCV inhibitor | Tb PYK inh | Pf growth 48h | LmPK inhibitor
Nc1nc(COC(=O)C2CC(=O)N(CCc3ccccc3)C2)nc(Nc2ccccc2)n1 (stereo not given) | -3% | ? | 12% | -3% | 1% | nt
CN1CCN(c2ccc(/C=C3\C(=O)NC(=S)N(c4cccc(Br)c4)C3=O)o2)CC1 | -5% | -11% | -3% | -14% | -20% | -5%

All compounds of this part, previewed entries included:
SMILES | Sm TGR inh | Pf growth 96h | HCV inhibitor | Tb PYK inh | Pf growth 48h | LmPK inhibitor
Nc1nc(COC(=O)C2CC(=O)N(CCc3ccccc3)C2)nc(Nc2ccccc2)n1 (stereo not given) | -3% | ? | 12% | -3% | 1% | nt
CN1CCN(c2ccc(/C=C3\C(=O)NC(=S)N(c4cccc(Br)c4)C3=O)o2)CC1 | -5% | -11% | -3% | -14% | -20% | -5%
NC(=O)c1ccc(N2CCN(c3ccc(O)cc3)CC2)c([N+](=O)[O-])c1 | -30% | 1.7µM* | ? | ? | ? | 1%
COc1cc(CN2CCC(C(=O)NC3CCCC3)CC2)cc(Br)c1O | ? | 34%[activator] | 5% | -10% | ? | -4%
Cc1onc(-c2ccccc2)c1C(=O)OCC(=O)N(CC(C)C)c1c(N)n(Cc2ccccc2)c(=O)[nH]c1=O | -5% | ? | ? | 3% | 13µM* | nt
CC1(C)CC(NC(=O)c2cc(S(=O)(=O)N3CCOCC3)c(Cl)cc2Cl)CC(C)(C)N1 | 0% | ? | 13% | -1% | -8% | nt
Cc1nc2c(C(=O)NCCc3ccccc3Cl)c[nH]n2c(=O)c1Cl | -25% | 10µM* | 7% | 1% | 5% | 5%
CCN(CC)c1ccc(NC(=O)COC(=O)CCC(=O)c2ccc(F)cc2)cc1 | -11% | 35%[activator] | 21% | 1% | nt | 2%
COc1ccc(CC(=O)Nc2ccc(C(=O)O)cc2NC(=O)Cc2ccc(OC)cc2)cc1 | nt | ? | 22% | -1% | 14% | 0%
COC(=O)c1sccc1NC(=O)Nc1ccc(Cl)c(Cl)c1 | 5% | ? | ? | -4% | 94%[activator] | -2%
Cc1ccc(C)c(NC(=O)CCC(=O)NN=C2CCCC2)c1 | -10% | -14% | 18% | 1% | 4% | -2%
OC1CCN(Cc2ccc(OCc3ccccc3)cc2)CC1 | 8% | 4.1µM* | -16% | 3% | 127%[activator] | 4%
Cc1c(NC(C)c2cc(Cl)ccc2O)c(=O)n(-c2ccccc2)n1C (stereo not given) | ? | -12% | 3% | -8% | nt | 3%
CC1CC1C(=O)OCC(=O)Nc1cccc(F)c1 (stereo not given) | -3% | -4% | 2% | 1% | -19% | nt
CCN(CC(=O)Nc1cc(Cl)ccc1Cl)C(=O)c1ccc(-n2cccn2)cc1 | 2% | 44%[activator] | -30% | -10% | 19% | nt
CCN(CC)CCCNC1=C(Cl)C(=O)c2ccccc2C1=O | 35µM* | ? | 3.2µM* | -6% | ? | -6%
Cc1nc2ccc(NC(=O)Cc3ccsc3)cc2s1 | 0% | 110%[activator] | -7% | -5% | nt | -1%
COc1cccc(OCC(O)CNC(=O)c2oc3ccc(C)cc3c2C)c1 (stereo not given) | 12% | ? | -3% | 2% | -4% | 4%
CC(=O)Nc1ccc(NC(=O)CSc2nnc(-c3cccs3)n2N)cc1 | 0% | 19% | 17% | -2% | -14% | nt
Cc1c(NC(=O)CSc2nc(-c3ccco3)cc(C(F)(F)F)n2)c(=O)n(-c2ccccc2)n1C | -16% | 101%[activator] | -12%&12% | 2% | ? | -11%

Continued, starting with the last 7 of the part before.
SMILES | Sm TGR inh | Pf growth 96h | HCV inhibitor | Tb PYK inh | Pf growth 48h | LmPK inhibitor
CC1CC1C(=O)OCC(=O)Nc1cccc(F)c1 (stereo not given) | -3% | -4% | 2% | 1% | -19% | nt
CCN(CC(=O)Nc1cc(Cl)ccc1Cl)C(=O)c1ccc(-n2cccn2)cc1 | 2% | 44%[activator] | -30% | -10% | 19% | nt
CCN(CC)CCCNC1=C(Cl)C(=O)c2ccccc2C1=O | 35µM* | ? | 3.2µM* | -6% | ? | -6%
Cc1nc2ccc(NC(=O)Cc3ccsc3)cc2s1 | 0% | 110%[activator] | -7% | -5% | nt | -1%
COc1cccc(OCC(O)CNC(=O)c2oc3ccc(C)cc3c2C)c1 (stereo not given) | 12% | ? | -3% | 2% | -4% | 4%
CC(=O)Nc1ccc(NC(=O)CSc2nnc(-c3cccs3)n2N)cc1 | 0% | 19% | 17% | -2% | -14% | nt
Cc1c(NC(=O)CSc2nc(-c3ccco3)cc(C(F)(F)F)n2)c(=O)n(-c2ccccc2)n1C | -16% | 101%[activator] | -12%&12% | 2% | ? | -11%
O=C(O)c1ccnc(Cl)c1 | 0% | ? | 3% | -5% | 4% | -5%
CCOC(=O)CCNCc1ccc(F)cc1 | 5% | 24% | 0% | 1% | 27% | 13%
Cc1ccc(S(=O)(=O)NC2=C(N3CCN(c4ccccc4F)CC3)C(=O)c3ccccc3C2=O)cc1 | -6% | ? | ? | -6%&-11% | ? | -19%
CCOCCOC(=O)c1ccc(-n2cncn2)nc1 | 8% | ? | 16% | 1% | nt | -2%
CCOC(=O)C(=O)/C(C#N)=C/Nc1ccc(F)cc1 | -12% | nt | 8% | -13% | -1% | 6%
COc1ccc2c(c1)OC1(C)CC2C(C(=O)c2ccccc2OC)C(=O)N1 (stereo not given) | -8% | 17% | -3% | -8% | -17% | 0%
Cc1cccc(NC(=O)CN(C)C(=O)c2ccc3ccccc3n2)c1C | -14% | ? | -3% | -2% | -7% | nt
Cn1nc(C(F)(F)F)c(-c2cccc(C(F)(F)F)c2)c1NC(=O)c1ccco1 | 3% | -20% | -6% | -1% | ? | 8%
Cc1ccc(S(=O)(=O)Nc2cc(C)c(O)cc2C)cc1 | -5% | 0% | -5% | -6% | 20% | 1%
CN(C(=O)COC(=O)/C=C/c1ccc2ccccc2n1)c1c(N)n(Cc2ccccc2)c(=O)[nH]c1=O | 4% | ? | -6% | -6% | ? | nt
O=C(OCC(=O)N1CCCc2ccccc21)c1ccc(Br)o1 | -22% | 10% | -7% | 0% | 34%[activator] | 3%
CCOC(=O)[C@H]1[C@H]2COc3ccc(Cl)cc3[C@@H]2N2C(=O)CN(Cc3ccc(OC)cc3)C(=O)[C@@]12C | -3% | 6.6µM* | -13% | -6% | 7.4µM* | nt
O=C(NN=C1C2CC3CC(C2)CC1C3)c1cccs1 | -7% | 60%[activator] | 12% | 3% | nt | -1%
COc1ccc(Cc2nnc(SCC(=O)NC(C)c3ccccc3)o2)cc1 (stereo not given) | -11% | 7% | 17% | -7% | 6% | 0%
O=C(O)CCCCCCCCc1cn(Cc2ccc(C(=O)c3ccccc3)cc2)nn1 | 1% | ? | -18% | -3% | 2% | -1%
CC(=O)c1cccc(NC(=O)CCc2nnc3ccc(N4CCN(C)CC4)nn23)c1 | -5% | 92%[activator] | -29% | 2% | 11% | -2%
O=C1NN(c2ccccc2)C(=O)/C1=C/c1ccc(-c2ccc(C(=O)O)cc2)o1 | -32% | ? | -3% | -6% | 16% | -1%
O=C(c1cccc([N+](=O)[O-])c1)N1CCCN(C(=O)c2cccc([N+](=O)[O-])c2)CC1 | -4% | -14% | 10% | -1% | -14% | 2%
C=C(C)C(=O)Nc1cccc(C2=NOC3(C2)C[C@@H](C(N)=O)N(C(=O)[C@H]2CCC(=O)N2)C3)c1 (stereo not given in full) | 7% | 74%[activator] | ? | -5% | 52%[activator] | 1%
CCOc1ccc(NC(=O)N2CCCC2C(=O)NCc2ccco2)cc1 (stereo not given) | -4% | 5% | 22% | -1% | 3% | 3%
Cc1ccc(C2(C)NC(=O)N(CC(=O)NNC(=O)c3ccoc3C)C2=O)cc1 (stereo not given) | 3% | 16% | 2% | 2% | 2% | nt
CCOc1ccc(OCCC(=O)OCC(=O)c2c(N)n(C)c(=O)n(C)c2=O)cc1 | 7% | 13% | 8% | 0% | ? | nt
CCOC(=O)NC(Nc1sc2c(c1C(=O)OC)CCN(C)C2)(C(F)(F)F)C(F)(F)F | -7% | 6.6µM* | 1% | -6% | ? | -1%
Cc1cc(NS(=O)(=O)c2ccc(NC(=O)CCCOc3ccccc3C)cc2)no1 | 0% | 54%[activator] | 7% | -6% | 14% | 2%
COc1ccc(-c2coc3cc4oc(=O)c5ccccc5c4cc23)cc1F | 3% | -9% | ? | 0% | 28% | 1%
Cc1ccc(NNC(=O)c2c(F)cccc2Cl)cc1C | -7% | 9% | 7% | -1% | 6% | -1%
COc1ccc(C(=O)C2CCCN(C(=O)c3cccc(Cl)c3F)C2)cc1OC (stereo not given) | -8% | ? | -21% | 0% | ? | -1%
COc1ccccc1/C=C1/SC(=O)N(CCC(=O)Nc2ccc(S(=O)(=O)Nc3nccs3)cc2)C1=O | -11% | 13µM* | ? | 7% | -21% | 1%
O=C(NCCNc1nccc(C(F)(F)F)n1)c1cccs1 | -10% | ? | 13% | -9% | ? | -5%
Nc1nonc1-n1nnc(C(=O)O)c1-c1cccs1 | 0% | -4% | 6% | -11% | -4% | 2%
COc1ccc(S(=O)(=O)N(C)c2ccc(C(=O)N3CCOCC3)cc2)cc1 | 5% | nt | 4% | -1% | 2% | -3%
c1ccc2[nH]c(-c3nc4ccccc4[nH]3)nc2c1 | -21% | ? | -7% | -16% | 66%[activator] | 8.9µM*
Cc1cc(Cl)n2c(nc3ccccc32)c1C#N | 3.2µM* | ? | ? | -6% | 8.3µM* | 4%
CCC1(OC(=O)CN)C(=O)OCc2c1cc1n(c2=O)Cc2cc3ccccc3nc2-1 (stereo not given) | 0% | 0.93µM* | ? | 3% | 1.7µM* | 6%
O=C(COC(=O)c1ccc2c(c1)OCCO2)Nc1ccc(F)cc1 | -7% | 82%[activator] | ? | 1% | 9% | nt
COc1cc(C)c(Br)cc1S(=O)(=O)NCc1ccccc1 | 9% | -22% | 13% | 6% | 5% | 2%
